E-sel inducer: induces E-selectin expression in human endothelial cells; P16581; HUVEC E-selectin immunofluorescence imaging; normalized: neutral wells 0, TNF-alpha wells 100; activation, % at 7.58 µM; 260,000 tested, 0.37% active; AID 686992;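 active = mean E-selectin-positive cell signal at least 10% of the positive control, reached in at least 60% of replicates, without over 20% cell loss; inconclusive = no rule given, readout overlaps actives, possibly toxicity-flagged; inactive = the rest, including those meeting only one limit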;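 note: in these data hits start at about 27%; measured in HUVEC primary endothelial cells; signal is the percent of cells scored E-selectin positive by PE staining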
Target sequence (P16581 whole entry, looked up): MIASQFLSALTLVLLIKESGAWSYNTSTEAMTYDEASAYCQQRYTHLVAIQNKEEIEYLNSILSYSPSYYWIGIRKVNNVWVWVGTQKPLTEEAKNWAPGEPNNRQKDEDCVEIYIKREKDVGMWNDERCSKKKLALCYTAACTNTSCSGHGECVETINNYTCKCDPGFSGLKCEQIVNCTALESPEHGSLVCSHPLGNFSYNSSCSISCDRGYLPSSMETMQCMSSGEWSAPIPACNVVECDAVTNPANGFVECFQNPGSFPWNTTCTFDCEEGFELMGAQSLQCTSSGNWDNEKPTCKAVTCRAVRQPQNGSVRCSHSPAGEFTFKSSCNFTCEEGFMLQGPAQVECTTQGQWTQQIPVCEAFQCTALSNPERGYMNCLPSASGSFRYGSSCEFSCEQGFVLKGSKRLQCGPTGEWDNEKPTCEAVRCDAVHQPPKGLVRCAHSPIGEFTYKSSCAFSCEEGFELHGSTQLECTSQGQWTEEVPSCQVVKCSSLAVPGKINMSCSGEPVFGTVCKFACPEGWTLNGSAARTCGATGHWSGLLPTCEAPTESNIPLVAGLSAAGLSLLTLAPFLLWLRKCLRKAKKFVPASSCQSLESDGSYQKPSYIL
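System: HUVEC / Compound: single concentration / Signal: immunofluorescence imaging / Read-out: percent E-selectin-positive cells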
C2C12 statin: protects C2C12 myotubes from simvastatin toxicity; 330,000 tested, 0.78% active; ATP luminescence, 48 h; scaled: DMSO 0, geranylgeraniol control 100; rescue of ATP level, % at 7.49 µM;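 active = mean ATP rescue above about 67%, or every replicate alone reaching that limit, limit read from the data, passing the limit was not always enough; inconclusive = no clear call, values can overlap the other calls; inactive = mean under the limit and some replicate under it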;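 note: myotubes were challenged with 10 µM simvastatin during compound exposure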
An asterisk follows results filed as active; ? = inconclusive; & = joins results of further samples.

canonical_smiles,E-sel inducer,C2C12 statin
Cc1ccccc1-c1ccc2c(c1)O[C@H](CN(C)C(=O)Nc1ccc(F)cc1)[C@@H](C)CN([C@@H](C)CO)S2(=O)=O,0.0,-32
COc1ccc(CN2C[C@H](C)[C@H](OC)CN(C)C(=O)c3cc(NC(=O)C4CC4)ccc3OC[C@@H]2C)cc1,-0.2,15
O=C(C1CCN(S(=O)(=O)c2ccc(Cl)cc2)CC1)N1CCOCC1,-1.1,3
C[C@H](CO)N1C[C@H](C)[C@H](CN(C)Cc2ccc(Oc3ccccc3)cc2)Oc2c(NS(=O)(=O)c3ccc(F)cc3)cccc2C1=O,0.7,1
C[C@@H]1CCCCO[C@H](CN(C)S(C)(=O)=O)[C@H](C)CN([C@@H](C)CO)C(=O)c2cc(NC(=O)Cc3ccccc3)ccc2O1,-0.2,-30
CNC[C@@H]1OCCCC[C@H](C)Oc2ccc(NC(=O)C3CCCCC3)cc2C(=O)N([C@@H](C)CO)C[C@@H]1C,-0.4,-12
C[C@@H]1CN([C@@H](C)CO)S(=O)(=O)c2ccc(-c3ccccc3)cc2O[C@H]1CN(C)C(=O)C1CCC1,0.1,-71
C[C@@H]1CN([C@H](C)CO)S(=O)(=O)c2ccc(-c3ccc(F)cc3)cc2O[C@@H]1CN(C)Cc1ccccc1C(=O)O,0.4,0
C[C@H](CO)N1C[C@H](C)[C@H](CN(C)C)Oc2cc(C3=CCCCC3)ccc2S1(=O)=O,0.2,21
Cc1cccc(-c2nc(CN3CCCC(C(=O)NC4CCC(C)CC4)C3)c(C)o2)c1 (stereo unspecified),1.1,-11
CCC(=O)Nc1ccc2c(c1)C(=O)N(C)C[C@H](OC)[C@@H](C)CN(C(=O)CN1CCOCC1)[C@@H](C)CO2,-0.2,2
CC(=O)N(C)C[C@H]1Oc2ncc(C#Cc3ccc(F)cc3)cc2C(=O)N([C@@H](C)CO)C[C@@H]1C,1.7,6
CC(C)CC#Cc1ccc2c(c1)O[C@@H](CN(C)C(=O)c1cnccn1)[C@H](C)CN([C@H](C)CO)S2(=O)=O,0.2,3
COc1ccc(NC(=O)N(C)C[C@@H]2Oc3ccc(NC(=O)CCC(F)(F)F)cc3C(=O)N([C@H](C)CO)C[C@@H]2C)cc1,-2.9,-35
CO[C@@H]1CN(C)C(=O)c2ccc(NC(=O)Nc3cccc(F)c3)cc2OC[C@@H](C)N(C(=O)C2CC2)C[C@H]1C,-0.1,15
C[C@@H]1CN([C@H](C)CO)C(=O)c2cccc(NS(=O)(=O)c3ccc(F)cc3)c2O[C@H]1CN(C)Cc1ccc(Oc2ccccc2)cc1,-0.1,-21
C[C@H]1CN([C@@H](C)CO)C(=O)Cc2cc(NS(=O)(=O)c3ccccc3)ccc2O[C@H]1CN(C)C(=O)Nc1ccc2c(c1)OCO2,0.2,-18
C[C@H]1CN([C@@H](C)CO)C(=O)c2cccc(NC(=O)C3CC3)c2O[C@H]1CN(C)S(=O)(=O)c1ccc(F)cc1,-0.1,-13
C[C@@H]1CCCCO[C@@H](CN(C)C(=O)CCC(F)(F)F)[C@H](C)CN([C@@H](C)CO)C(=O)c2cc(NS(C)(=O)=O)ccc2O1,-0.1,-7
Cn1ccnc1SCC(=O)Nc1cc(S(=O)(=O)N2CCOCC2)ccc1Cl,-0.2,3
CO[C@H]1CN(C)C(=O)c2ccc(NC(C)=O)cc2OC[C@@H](C)N(C(=O)c2cnccn2)C[C@H]1C,0.1,3
CCCNC(=O)[C@H]1[C@H](CO)[C@H]2Cn3c(ccc(-c4ccccc4F)c3=O)[C@@H]1N2CCC,-0.1,3
C[C@H](CO)N1C[C@H](C)[C@H](CN(C)Cc2cccc(C(F)(F)F)c2)OCc2cnnn2CCCC1=O,0.0,6
COc1cccc(S(=O)(=O)N(C)C[C@H]2OCc3cn(nn3)CCCC(=O)N([C@H](C)CO)C[C@H]2C)c1,0.6,-4
C[C@H]1CN([C@@H](C)CO)C(=O)c2cc(NS(=O)(=O)c3ccc(Cl)cc3)ccc2O[C@@H]1CN(C)C(=O)Nc1ccc(C(F)(F)F)cc1,0.8,-35
C/C=C/c1cnc2c(c1)C(=O)N([C@@H](C)CO)C[C@@H](C)[C@@H](CN(C)Cc1cccc(C(=O)O)c1)O2,1.2,-1
C[C@@H]1CN([C@H](C)CO)S(=O)(=O)c2ccc(-c3ccc(F)cc3)cc2O[C@H]1CN(C)Cc1cccc(F)c1,0.2,-74
C[C@H]1CN([C@@H](C)CO)C(=O)CCCn2cc(nn2)CO[C@H]1CN(C)C(=O)c1ccncc1,1.2,9
C[C@H](CO)N1C[C@H](C)[C@@H](CN(C)S(=O)(=O)c2cn(C)cn2)Oc2ccc(NC(=O)Nc3ccc(F)cc3)cc2CC1=O,61*,-10
C[C@@H]1CN([C@@H](C)CO)C(=O)c2cc(N(C)C)ccc2O[C@@H](C)CCCCO[C@@H]1CN(C)C(=O)Nc1ccc(C(F)(F)F)cc1,0.0,0
C[C@H](CO)N1C[C@H](C)[C@H](CN(C)S(=O)(=O)c2cn(C)cn2)Oc2ccc(NC(=O)Nc3ccc(F)cc3)cc2CC1=O,-15,-24
C[C@@H]1CN([C@H](C)CO)C(=O)c2cc(N(C)C)ccc2O[C@@H](C)CCCCO[C@H]1CN(C)C(=O)Nc1ccc(F)cc1,0.1,38
COc1cccc(C(=O)Nc2ccc3c(c2)C(=O)N(C)[C@@H]2CC[C@@H](CC(=O)NCc4ccccc4F)O[C@H]2CO3)c1,0.0,-3
COc1ccc(NC(=O)N(C)C[C@@H]2Oc3c(NS(=O)(=O)c4ccccc4)cccc3C(=O)N([C@@H](C)CO)C[C@H]2C)cc1,2.9,-4
CO[C@@H]1CN(C)C(=O)c2ccc(NC(C)=O)cc2OC[C@@H](C)N(C(=O)c2cnccn2)C[C@H]1C,0.1,0
CC(NC(=O)c1ccc([N+](=O)[O-])cc1[N+](=O)[O-])c1ccc(-c2ccccc2)cc1 (stereo unspecified),0.1,-18
C[C@@H]1CN([C@@H](C)CO)C(=O)Cc2cc(NC(=O)Nc3ccc(F)cc3)ccc2O[C@@H]1CN(C)Cc1ccc(C(=O)Nc2ccccc2N)cc1,0.3,-2
COc1cccc(CNC(=O)C[C@H]2C=C[C@@H](NC(=O)C3CCC3)[C@@H](CO)O2)c1,-0.2,8
CO[C@H]1CN(C)C(=O)c2ccc(NS(=O)(=O)c3ccc(C)cc3)cc2OC[C@H](C)N(C(=O)NC(C)C)C[C@H]1C,-0.2,1
CO[C@@H]1CN(C)C(=O)c2cc(NS(=O)(=O)CC(F)(F)F)ccc2OC[C@H](C)N(Cc2nccs2)C[C@H]1C,0.1,-3
Cc1noc(C)c1S(=O)(=O)N(C)C[C@H]1Oc2ccc(NS(=O)(=O)c3ccccc3)cc2C(=O)N([C@H](C)CO)C[C@H]1C,-0.1,-9
CNC[C@H]1OCCCC[C@@H](C)Oc2ccc(N)cc2C(=O)N([C@H](C)CO)C[C@H]1C,-0.3,15
CCCC(=O)Nc1ccc2c(c1)C(=O)N(C)[C@H]1CC[C@H](CC(=O)NCc3cccc(F)c3)O[C@@H]1CO2,0.4,24
Cc1cccc(NC(=S)NNC(=O)c2csc(C(C)C)c2)c1,-0.6,18
C[C@@H]1CN([C@H](C)CO)C(=O)c2cc(NS(=O)(=O)c3ccccc3)ccc2O[C@@H]1CN(C)S(=O)(=O)c1ccc(F)cc1,-0.2,36
CN1C(=O)c2cc(NC(=O)Nc3ccccc3)ccc2OC[C@@H]2O[C@H](CC(=O)O)CC[C@H]21,-0.1,-9
C[C@H]1CCCCO[C@@H](CN(C)CC2CCCCC2)[C@@H](C)CN([C@@H](C)CO)C(=O)c2cc(NC(=O)CCCN(C)C)ccc2O1,0.1,-168
Cc1ccc(S(=O)(=O)N(C)C[C@H]2Oc3ccc(NC(=O)Nc4cccc5ccccc45)cc3C(=O)N([C@@H](C)CO)C[C@@H]2C)cc1,0.2,6
C[C@@H]1CN([C@H](C)CO)C(=O)CCCn2cc(nn2)CO[C@@H]1CN(C)C(=O)c1cc(-c2ccccc2)on1,-0.2,-3
C/C=C/c1ccc2c(c1)O[C@H](CN(C)C(=O)C1CCCCC1)[C@@H](C)CN([C@@H](C)CO)S2(=O)=O,-0.1,3

(list continues)
canonical_smiles,E-sel inducer,C2C12 statin
C[C@H]1CN([C@@H](C)CO)S(=O)(=O)c2ccc(-c3ccncc3)cc2O[C@@H]1CN(C)Cc1ccncc1,0.2,-71
C[C@@H]1CN([C@H](C)CO)C(=O)Cc2cc(NS(=O)(=O)c3ccccc3)ccc2O[C@@H]1CN(C)C(=O)Nc1ccc2c(c1)OCO2,0.8,1
Cc1noc(C)c1S(=O)(=O)Nc1ccc2c(c1)C(=O)N([C@H](C)CO)C[C@@H](C)[C@H](CN(C)C(=O)Nc1ccc(F)cc1)O2,0.0,5
C[C@H]1CCCCO[C@@H](CN(C)C(=O)CCCN(C)C)[C@@H](C)CN([C@@H](C)CO)C(=O)c2cc(NS(C)(=O)=O)ccc2O1,-0.1,22
C[C@H]1CN([C@@H](C)CO)C(=O)c2cc(NS(=O)(=O)c3cn(C)cn3)ccc2O[C@@H]1CN(C)S(=O)(=O)c1cn(C)cn1,0.8,-11
CCCc1ccc(Oc2c(-c3ccc(O)c(C)c3O)n[nH]c2C)cc1,1.5,0
CC(C)NC(=O)N(C)C[C@H]1Oc2ccc(NS(=O)(=O)c3ccc(Cl)cc3)cc2CC(=O)N([C@H](C)CO)C[C@@H]1C,?,-2
Cc1ccc(OCc2nc3c4c(ncn3n2)-c2ccccc2CC42CCCC2)cc1,-0.7,4
CO[C@@H]1CN(C)C(=O)c2ccc(NC(=O)c3cccc(Oc4ccccc4)c3)cc2OC[C@H](C)NC[C@H]1C,0.7,-184
CCC(=O)Nc1ccc2c(c1)C(=O)N(C)[C@H]1CC[C@H](CC(=O)NCCc3ccncc3)O[C@H]1CO2,0.0,0
C[C@@H]1CN([C@@H](C)CO)S(=O)(=O)c2ccc(C3=CCCCC3)cc2O[C@H]1CN(C)Cc1ccccc1,-0.3,-77
C[C@H]1CN([C@@H](C)CO)C(=O)c2cc(-c3ccncc3)cnc2O[C@@H]1CN(C)C(=O)C1CCC1,0.1,15
C[C@@H]1CN([C@H](C)CO)C(=O)Cc2cc(NS(=O)(=O)c3ccc(F)cc3)ccc2O[C@H]1CN(C)Cc1ccc(Cl)c(Cl)c1,2.0,83*
C/C=C/c1ccc2c(c1)O[C@H](CN(C)C(=O)C1CCC1)[C@H](C)CN([C@H](C)CO)S2(=O)=O,0.1,-13
COc1ccc(-c2ccc3c(c2)O[C@@H](CN(C)CC2CC2)[C@@H](C)CN([C@@H](C)CO)S3(=O)=O)cc1,0.1,-1
COc1cccc(S(=O)(=O)Nc2ccc3c(c2)OC[C@@H](C)N(C(=O)Cc2cccnc2)C[C@@H](C)[C@@H](OC)CN(C)C3=O)c1,-0.2,10
CCCNC(=O)C[C@@H]1CC[C@@H]2[C@H](COc3ccc(NC(=O)c4cscn4)cc3C(=O)N2C)O1,0.0,0
CO[C@@H]1CN(C)C(=O)c2ccc(NC(=O)c3cccc(F)c3)cc2OC[C@H](C)N(C)C[C@@H]1C,0.2,-2
Cc1nn(C)cc1NC(=O)C[C@@H]1CC[C@H]2[C@H](COc3ccc(NC(=O)C4CCC4)cc3C(=O)N2C)O1,0.6,-8
CNC[C@@H]1Oc2ncc(Br)cc2C(=O)N([C@H](C)CO)C[C@H]1C,1.3,-15
C[C@H](CO)N1C[C@H](C)[C@@H](CN(C)C(=O)Nc2ccc(N3CCCCC3)cc2)OCc2cn(nn2)CCCC1=O,-0.1,11
C[C@H](CO)N1C[C@H](C)[C@H](CN(C)C(=O)Nc2ccc(F)cc2)Oc2ncc(-c3ccc(F)cc3)cc2C1=O,0.1,48&18
C[C@H]1CN([C@@H](C)CO)C(=O)CCCn2nncc2CO[C@H]1CN(C)Cc1ccncc1,-0.1,-13
C[C@@H]1CN([C@H](C)CO)S(=O)(=O)c2ccc(C3=CCCCC3)cc2O[C@H]1CN(C)C,0.3,1
CO[C@H]1CN(C)C(=O)c2cc(NC(=O)c3cccc(F)c3)ccc2OC[C@@H](C)N(C(C)=O)C[C@@H]1C,-0.1,21

Exported with values under each structure: part of the list above
Below each SMILES: E-sel inducer | C2C12 statin
> Cc1nn(C)cc1NC(=O)C[C@@H]1CC[C@H]2[C@H](COc3ccc(NC(=O)C4CCC4)cc3C(=O)N2C)O1
 : 0.6 | -8
> CNC[C@@H]1Oc2ncc(Br)cc2C(=O)N([C@H](C)CO)C[C@H]1C
 : 1.3 | -15
> C[C@H](CO)N1C[C@H](C)[C@@H](CN(C)C(=O)Nc2ccc(N3CCCCC3)cc2)OCc2cn(nn2)CCCC1=O
 : -0.1 | 11
> C[C@H](CO)N1C[C@H](C)[C@H](CN(C)C(=O)Nc2ccc(F)cc2)Oc2ncc(-c3ccc(F)cc3)cc2C1=O
 : 0.1 | 48&18
> C[C@H]1CN([C@@H](C)CO)C(=O)CCCn2nncc2CO[C@H]1CN(C)Cc1ccncc1
 : -0.1 | -13

A portion of the library. The share of hits here may be higher or lower than overall.
